Source: PubChem (The Scripps Research Institute Molecular Screening Center)
CHO-K1 Ca PAM: counter-screen for M1 PAMs: effect in parental CHO-K1 cells; ATP EC20, Fluo-8 calcium fluorescence; 0% at ATP EC20, 100% at ATP max; activation, % at 3 µM; 360,000 tested, 0.02% active; AID 602247;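 active = activation above the run cutoff, the mean activation of all test compounds plus 3 SD, cut at about 40% in these data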;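 note: peak over basal fluorescence ratio in a 140 s read after ATP addition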
OXTR potentiator: potentiates the human oxytocin receptor response; CHO-OTR cells, Fluo-8 calcium fluorescence, potentiator mode; 0% = oxytocin EC15, 100% = EC100; activation, % at 3 µM; 320,000 tested, 0.061% active; AID 2445;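 active = activation above that plate's cutoff, the mean activation of tested compounds plus 3 SD, cut at about 6.6% in these data, passing the limit was not always enough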;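 note: 100% uses oxytocin at 75 nM as the full agonist control; some results filed as inactive read as strong as hits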
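Dosing: Single dose, 3.0 µM nominal final compound concentration | Material: Human OTR in CHO cells | Technique: Kinetic Fluo-8 calcium fluorescence | Benchmarks: EC15 oxytocin alone as 0%, 75 nM oxytocin as 100% | Probe or stimulus: Oxytocin at about EC15, sub-maximal agonist stimulus | Incubation: Compound 6 min at room temperature before oxytocin, 100 s read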
M1 antag: antagonists of human M1 muscarinic receptor; AID 588852; P11229; inhibition, % at 3 µM; CHO-K1 hM1, Fluo-8 calcium fluorescence, ACh EC80 antagonist; 360,000 tested, 1.3% active;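 active = percent inhibition above its own plate's cutoff, namely the mean of that plate's compound wells plus 3 SD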;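 note: peak over basal fluorescence ratio during 140 s after agonist addition; 0% = ACh EC80 plus DMSO and 100% = DMSO alone without agonist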
Target sequence (P11229 whole entry, looked up): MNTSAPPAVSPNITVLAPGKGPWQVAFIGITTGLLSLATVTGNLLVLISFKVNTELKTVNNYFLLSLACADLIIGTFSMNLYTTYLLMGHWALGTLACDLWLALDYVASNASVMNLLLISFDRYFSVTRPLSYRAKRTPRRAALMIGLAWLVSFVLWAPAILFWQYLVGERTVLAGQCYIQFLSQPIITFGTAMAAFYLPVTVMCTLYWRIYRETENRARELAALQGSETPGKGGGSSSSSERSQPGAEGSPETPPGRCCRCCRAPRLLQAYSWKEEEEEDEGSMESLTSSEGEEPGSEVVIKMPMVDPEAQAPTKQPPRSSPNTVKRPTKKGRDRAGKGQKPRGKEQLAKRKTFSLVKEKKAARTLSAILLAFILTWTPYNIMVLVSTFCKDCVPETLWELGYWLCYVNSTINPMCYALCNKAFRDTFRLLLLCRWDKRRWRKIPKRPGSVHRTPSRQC
M1 ag: agonists of human M1 muscarinic receptor; AID 588814; 360,000 tested, 0.33% active; P11229; CHO-K1 hM1, Fluo-8 calcium fluorescence, agonist mode; 0% DMSO, 100% acetylcholine EC100; activation, % at 3 µM;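 active = activation above the run's mean compound activation plus 3 SD, cut at about 16% in these data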;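 note: peak over basal fluorescence ratio within a 140 s kinetic read after compound addition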
TAAR1 ag: human TAAR1 agonism. CHO RD-HGA16 TAAR1, Fluo-8 calcium fluorescence; vehicle wells 0%, saturating PEA agonist 100%. 360,000 tested, 0.99% active. activation, % at 3 µM;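 active = activation above the mean activation of all test compounds in the run plus 3 SD, cut at about 38% in these data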
Target sequence (Q96RJ0 whole entry, looked up): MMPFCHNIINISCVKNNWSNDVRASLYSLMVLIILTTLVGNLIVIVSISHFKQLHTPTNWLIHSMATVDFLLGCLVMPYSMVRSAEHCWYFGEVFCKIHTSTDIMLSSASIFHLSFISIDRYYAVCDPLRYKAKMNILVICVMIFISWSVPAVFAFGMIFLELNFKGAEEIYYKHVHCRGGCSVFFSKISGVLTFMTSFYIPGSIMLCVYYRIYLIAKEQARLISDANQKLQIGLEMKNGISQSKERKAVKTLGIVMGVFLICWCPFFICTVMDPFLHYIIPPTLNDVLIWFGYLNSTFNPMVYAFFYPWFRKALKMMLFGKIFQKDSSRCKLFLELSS
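Assay system: CHO-derived RD-HGA16 cells with stable Gα16 and human TAAR1; timing: 17-24 h seeding, 75 min 37 °C dye, 30 min RT; read-out: % activation from peak over basal fluorescence ratio, DMSO-to-PEA scaled; measured by: kinetic Fluo-8 calcium fluorescence; benchmarks: low control DMSO, high control PEA (EC100); doses: 3 µM single concentration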
TAAR1 antagonist: antagonists of human TAAR1; Q96RJ0; CHO RD-HGA16 TAAR1, Fluo-8 calcium fluorescence, antagonist; inhibition, % at 3 µM; 360,000 tested, 1.5% active; AID 624466;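 active = inhibition above a per-plate cutoff, the mean inhibition of test compounds on that plate plus 3 SD, cut at about 49% in these data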;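 note: 0% = DMSO plus EC80 beta-PEA response and 100% = DMSO alone without agonist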
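test system = CHO RD-HGA16 cells bearing hTAAR1 | replication = singlicate | controls = DMSO-only wells and EC80 β-PEA-stimulated wells | reagent = EC80 β-phenethylamine stimulus | read-out basis = percent inhibition of PEA-evoked calcium signal, max/basal emission ratio | schedule = seeding 17-24 h prior, 75-min 37 °C, 30-min RT dye loading | signal = kinetic Fluo-8 calcium fluorescence measurement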
M1 ag parental: nonselective activator or artifact in parental CHO-K1 cells | activation, % at 3 µM | 360,000 tested, 0.48% active | Fluo-8 calcium fluorescence; scaled to maximal ATP response, vehicle zero | AID 602248; in the data active = activation above about 15%;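 note: untransfected CHO-K1 host cells lacking M1 receptor as counterscreen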
CHO-K1 Ca antag: M1 antagonist counterscreen hit in parental CHO-K1 cells; ATP-induced calcium, Fluo-8 fluorescence; inhibition, % at 3 µM; 360,000 tested, 0.6% active; AID 602250;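 active = inhibition above a per-plate cutoff, the plate's mean sample inhibition plus 3 SD, cut at about 24% in these data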;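 note: 0% = DMSO plus EC80 ATP and 100% = DMSO alone without ATP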
CHO parental Ca: signal in parental CHO cells, OX1R antagonist counter-screen; parental CHO-K1, ATP-induced calcium, Fluo-8 fluorescence; inhibition, % at 5.6 µM; 330,000 tested, 0.63% active;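 active = inhibition above that plate's mean sample inhibition plus 3 SD, cut at about 26% in these data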;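 note: 0% = ATP-challenged DMSO wells and 100% = DMSO wells without ATP; some compounds past the cut are filed as inactive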
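Material – parental CHO cells · Reagent – ATP stimulus · Compound – single nominal dose of 5.6 µM per compound · Detection – Fluo-8 fluorescence · Read-out basis – percent inhibition of calcium signal · Controls – ATP-challenged DMSO wells low, unchallenged DMSO wells high · Repeats – no replicates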
The depositor's hits bear a star; nt = not tested or not shown; & = joins results of further samples. The list is partial. The share of hits here may be higher or lower than overall.

1) CC(Cc1ccccc1)NCC(=O)Nc1cc(N(C)C)nc2ccccc12 (stereo not drawn)
2) COc1ccc(N2C(=O)NC(=O)/C(=C\c3cn(C)c4ccccc34)C2=O)cc1
3) COc1cc2c(c(OC)c1OC)-c1ccc(O)c(=O)cc1[C@@H](NC(C)=O)CC2
4) Cc1cc(C(=O)Nc2ccc3c(c2)OCCO3)nn1C(C)(C)C
5) O=[N+]([O-])/C=C1\NCCN1Cc1ccc(Cl)nc1
6) Nc1cc(C(=O)Nc2ccccc2F)ccc1N1CC2CC(C1)c1cccc(=O)n1C2 (stereo not drawn)

Compound | 1 | 2 | 3 | 4 | 5 | 6
CHO-K1 Ca PAM | -4 | 37 | 19 | 14 | -5&16 | 19
OXTR potentiator | -5 | -4 | -5 | -4 | -1&-11 | nt
M1 antag | 5 | 1 | -6 | -12 | -2&-6 | -21
M1 ag | -8 | -2 | -2 | 5 | -8&-4 | 2
TAAR1 ag | 2 | nt | 20 | 0 | 9&4 | 4
TAAR1 antagonist | -5 | nt | -5 | -8 | 9&4 | -15
M1 ag parental | 1.6 | 32* | 0.2 | 0.4 | 0.4&0.1 | 0.2
CHO-K1 Ca antag | 7 | 42* | -11 | -1 | 2&-2 | -6
CHO parental Ca | -27 | -4 | -11 | -5 | -7&3 | nt

7) O=C(CCCCCn1c(=S)[nH]c2ccccc2c1=O)N1CCC2(CC1)OCCO2
8) C=CC1CN2CCC1CC2C(OC(C)=O)c1ccnc2ccc(OC)cc12 (stereo not drawn)
9) CC12CC[C@H]3[C@@H](CCC4(O)C[C@H](O)CCC34/C=N/NC(=O)c3ccc(O)cc3)C1(O)CCC2C1=CC(=O)OC1 (stereo partly drawn)
10) N#CC1(c2ccccc2)CCN(C2CC(=O)N(c3cccc(F)c3)C2=O)CC1 (stereo not drawn)
11) CC1CCN(CCc2nc3ccccc3[nH]2)CC1
12) N#CC(C#N)=Cc1cccnc1

Compound | 7 | 8 | 9 | 10 | 11 | 12
CHO-K1 Ca PAM | 20 | 8 | 18 | 12 | -5 | 9
OXTR potentiator | -2 | -1 | -1 | 0 | -9 | -2
M1 antag | -10 | -1 | -12 | -4 | -13 | 6
M1 ag | -2 | -4 | -2 | -2 | -1 | -2
TAAR1 ag | 11 | 0 | 0 | 2 | 9 | 2
TAAR1 antagonist | 1 | -6 | -13 | -3 | -6 | -4
M1 ag parental | 2.9 | -0.1 | 0.8 | 2.0 | 1.0 | 2.1
CHO-K1 Ca antag | 1 | -6 | -16 | 3 | -11 | -14
CHO parental Ca | -7 | -16 | 6 | -11 | -3 | 4

13) Cc1ccc(CS(=O)(=O)Cc2ccc(C(=O)N3CCC4(CC3)OCCO4)o2)cc1
14) Cc1ccc(Cn2nnnc2CN2CCC(n3nnc4cc(C(F)(F)F)ccc43)CC2)cc1
15) O=C1CN=C(c2ccccc2)c2ccccc2N1Cc1ccc(C(F)(F)F)cc1
16) O=C(Oc1ccc([N+](=O)[O-])cc1)N1CCC(N2CCCCC2)CC1
17) N#Cc1ccc(N2CCNCC2)c(F)c1
18) COc1cc(OC)c(OC)cc1/C=C1/C(=O)NC(=O)N(Cc2ccccc2)C1=O

Compound | 13 | 14 | 15 | 16 | 17 | 18
CHO-K1 Ca PAM | 11 | 7 | 8 | 13 | 7 | 12
OXTR potentiator | -4 | -23 | -9 | -6 | -9 | -16
M1 antag | -1 | 21 | 4 | 85* | -1 | -8
M1 ag | -4 | -3 | -8 | -13 | -5 | 1
TAAR1 ag | 6 | 1 | 5 | 0 | 14 | 1
TAAR1 antagonist | -8 | 34 | 9 | 8 | 2 | -11
M1 ag parental | 0.8 | 1.1 | 0.5 | 0.9 | 0.7 | 0.8
CHO-K1 Ca antag | -19 | -1 | -4 | -8 | 7 | -11
CHO parental Ca | -6 | -13 | -25 | -6 | -13 | -14

19) CC(=O)Nc1nc(CCl)cs1
20) O=C1CN=C(c2ccccc2)c2cc(Br)ccc2N1
21) C[C@]12CCC3C(CC[C@H]4C[C@H](O)CC[C@]34C)C1[C@@H](O)C[C@@H]2O (stereo partly drawn)
22) O=C(CCCc1ccccc1)NCCc1cnc[nH]1
23) CCNC(=O)C1OC(n2cnc3c(N)ncnc32)C(O)C1O (stereo not drawn)
24) COc1ccc2[nH]c(C)c(CCNCc3cn(C)c4ccccc34)c2c1

Compound | 19 | 20 | 21 | 22 | 23 | 24
CHO-K1 Ca PAM | 21 | -8 | 20 | -6 | 13 | 4
OXTR potentiator | nt | -14 | -9 | -14 | -6 | -10
M1 antag | -10 | -16 | -9 | -1 | 0 | 7
M1 ag | -10 | 0 | -1 | -6 | -2 | 3
TAAR1 ag | 2 | 9 | 0 | 0 | 7 | 14
TAAR1 antagonist | 11 | -18 | -1 | -9 | -10 | 14
M1 ag parental | 0.2 | -0.1 | 0.9 | 1.7 | -0.1 | 12
CHO-K1 Ca antag | -9 | 3 | -2 | -8 | -5 | -6
CHO parental Ca | nt | -6 | -1 | 5 | -4 | 10

Records 12 to 24, reprinted for reference:
12) N#CC(C#N)=Cc1cccnc1
13) Cc1ccc(CS(=O)(=O)Cc2ccc(C(=O)N3CCC4(CC3)OCCO4)o2)cc1
14) Cc1ccc(Cn2nnnc2CN2CCC(n3nnc4cc(C(F)(F)F)ccc43)CC2)cc1
15) O=C1CN=C(c2ccccc2)c2ccccc2N1Cc1ccc(C(F)(F)F)cc1
16) O=C(Oc1ccc([N+](=O)[O-])cc1)N1CCC(N2CCCCC2)CC1
17) N#Cc1ccc(N2CCNCC2)c(F)c1
18) COc1cc(OC)c(OC)cc1/C=C1/C(=O)NC(=O)N(Cc2ccccc2)C1=O
19) CC(=O)Nc1nc(CCl)cs1

Compound | 12 | 13 | 14 | 15 | 16 | 17 | 18 | 19
CHO-K1 Ca PAM | 9 | 11 | 7 | 8 | 13 | 7 | 12 | 21
OXTR potentiator | -2 | -4 | -23 | -9 | -6 | -9 | -16 | nt
M1 antag | 6 | -1 | 21 | 4 | 85* | -1 | -8 | -10
M1 ag | -2 | -4 | -3 | -8 | -13 | -5 | 1 | -10
TAAR1 ag | 2 | 6 | 1 | 5 | 0 | 14 | 1 | 2
TAAR1 antagonist | -4 | -8 | 34 | 9 | 8 | 2 | -11 | 11
M1 ag parental | 2.1 | 0.8 | 1.1 | 0.5 | 0.9 | 0.7 | 0.8 | 0.2
CHO-K1 Ca antag | -14 | -19 | -1 | -4 | -8 | 7 | -11 | -9
CHO parental Ca | 4 | -6 | -13 | -25 | -6 | -13 | -14 | nt

20) O=C1CN=C(c2ccccc2)c2cc(Br)ccc2N1
21) C[C@]12CCC3C(CC[C@H]4C[C@H](O)CC[C@]34C)C1[C@@H](O)C[C@@H]2O (stereo partly drawn)
22) O=C(CCCc1ccccc1)NCCc1cnc[nH]1
23) CCNC(=O)C1OC(n2cnc3c(N)ncnc32)C(O)C1O (stereo not drawn)
24) COc1ccc2[nH]c(C)c(CCNCc3cn(C)c4ccccc34)c2c1

Compound | 20 | 21 | 22 | 23 | 24
CHO-K1 Ca PAM | -8 | 20 | -6 | 13 | 4
OXTR potentiator | -14 | -9 | -14 | -6 | -10
M1 antag | -16 | -9 | -1 | 0 | 7
M1 ag | 0 | -1 | -6 | -2 | 3
TAAR1 ag | 9 | 0 | 0 | 7 | 14
TAAR1 antagonist | -18 | -1 | -9 | -10 | 14
M1 ag parental | -0.1 | 0.9 | 1.7 | -0.1 | 12
CHO-K1 Ca antag | 3 | -2 | -8 | -5 | -6
CHO parental Ca | -6 | -1 | 5 | -4 | 10

Three compounds already listed, sorted by SMILES length, high to low:
21) C[C@]12CCC3C(CC[C@H]4C[C@H](O)CC[C@]34C)C1[C@@H](O)C[C@@H]2O (stereo partly drawn)
20) O=C1CN=C(c2ccccc2)c2cc(Br)ccc2N1
19) CC(=O)Nc1nc(CCl)cs1

Compound | 21 | 20 | 19
CHO-K1 Ca PAM | 20 | -8 | 21
OXTR potentiator | -9 | -14 | nt
M1 antag | -9 | -16 | -10
M1 ag | -1 | 0 | -10
TAAR1 ag | 0 | 9 | 2
TAAR1 antagonist | -1 | -18 | 11
M1 ag parental | 0.9 | -0.1 | 0.2
CHO-K1 Ca antag | -2 | 3 | -9
CHO parental Ca | -1 | -6 | nt

(further entries)
25) CCOP(=S)(OCC)N1CCOCCOCCN(P(=S)(OCC)OCC)CCOCCOCC1
26) Cc1ccc(C(C)C)c(OCC(=O)N2CCN(Cc3nc4cc([N+](=O)[O-])ccc4n3C)CC2)c1
27) c1ccc2nc(OCCN3CC3)ccc2c1
28) CCN(CC)c1ccc(/C=C2\C(=O)NC(=O)N(Cc3ccco3)C2=O)cc1

Compound | 25 | 26 | 27 | 28
CHO-K1 Ca PAM | 12 | -5 | nt | 13
OXTR potentiator | -2 | -11 | -21 | -4
M1 antag | -10 | -4 | nt | 1
M1 ag | -6 | -9 | nt | -7
TAAR1 ag | 3 | 6 | 4 | 32
TAAR1 antagonist | -2 | -33 | -22 | 21
M1 ag parental | 0.5 | -0.4 | nt | 3.4
CHO-K1 Ca antag | -15 | 5 | nt | -4
CHO parental Ca | -19 | -10 | -15 | 2
